T cell modulator = modulators of CD8 T cell-vesicle binding, primary screen, mouse 2C CD8+ T cells, flow cytometry | AID 2052, 2009 | calls only at 7 µM | 0.068% of 330,000 active | 2C CD8+ T cell-vesicle binding; stronger effect = lower value;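 active means response, share of CD8 T cells binding vesicles, and their 90th percentile fluorescence all below set limits, cut at about 80% in these data, passing the limit was not always enough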
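Assay system – 2C mouse CD8+ T cells · Also added – QL9-loaded Drosophila micro-vesicles · Timing – Cell–vesicle co-incubation 1.5 h at 37 °C, staining 20 min on ice · Signal – flow cytometry of vesicle-bound cells · Measure – percent CD8+ FL2 mean versus row control · Controls – Peptide-free naked vesicles (low) and QL9 vesicles with 0.7% DMSO vehicle (high)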
T cell modulator vesicle-bound % = also measured in T cell modulator; calls as there; double positive events, %; measured here: CD8+ vesicle-bound cell fraction;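 binding gate set so that unloaded-vesicle control wells show 10% double positive cells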
Numbers without * were called inactive; i = inactive; & = joins results of further samples. The list is partial; the hit share may differ from the screen's.

T cell modulator	T cell modulator vesicle-bound %	Molecule
i	50	CC(C)(c1ccccc1)c1ccc(OCC(O)CN2CCCC2)cc1 (stereo unspecified)
i	34	Nc1c(C(=O)Nc2ccc3c(c2)OCCO3)nnn1Cc1cccc(F)c1
i	41	COc1ccc(OC)c2nc(-c3cccnc3)ccc12
i	10	COCOc1ccc(C=O)c(O)c1
i	23	O=C(COC(=O)Cc1ccccc1F)NNC(=O)c1ccc([N+](=O)[O-])cc1
i	23	Cn1nc(C(=O)Nc2ccc3c(c2)OCCO3)c2ccccc2c1=O
i	8	Cc1cc(O)c(CN2CCN(S(=O)(=O)c3cccs3)CC2)cc1C(C)C
i	41	O=C(COC(=O)c1ccccc1O)Nc1cccc2ccccc12
i	8	C[C@H](CO)N1C[C@H](C)[C@@H](CN(C)S(=O)(=O)c2ccc(F)cc2)Oc2c(NS(=O)(=O)c3ccccc3)cccc2C1=O
i	45	O=C(c1ccc(-c2cccc(C(F)(F)F)c2)o1)N1CCCCCCC1
i	18	Cc1ccc(CNC(=O)CCNC(=O)c2ccc([N+](=O)[O-])cc2)cc1
i	15	CCOc1ccc(S(=O)(=O)Nc2ccc(C(=O)NCC(C)(C)N3CCOCC3)cc2)cc1
i	14	COc1ccc(NC(=O)C2Cc3ccccc3O/C2=N\O)cc1 (stereo unspecified)
i	33	COc1ccc(NC(=O)CSc2nnc(C)n2N)cc1S(=O)(=O)N1CCCCC1
i	38	O=C(COC(=O)c1cc(Cl)ccc1O)Nc1ccc2c(c1)OCCO2
i	48	Cc1ccc(NS(=O)(=O)c2ccc3c(c2)oc(=O)n3C)cc1
i	27	CCCCc1ccc(NC(=O)CSc2nc(=O)n(CCN3CCOCC3)c3c2CCC3)cc1
i	29	CCOc1cc(C(=O)NC2CCCCCCC2)cc(OCC)c1OCC
i	27	CCOc1cc(N2CCOCC2)c(OCC)cc1NC(=O)COC(=O)CCOc1ccc(C)cc1
i	18	COc1cccc(C2c3[nH]c4ccccc4c3C[C@H]3C(=O)N(C)CC(=O)N23)c1 (stereo partly specified)
i	25	COc1ccccc1CC(=O)NNC(=O)c1ccco1
i	18	CCOc1ccc(NC(=S)N2CCC(NC(=O)C3CCCCC3)CC2)cc1
i	18	COc1cc(NC(=O)C2CC(=O)N(Cc3ccco3)C2)c(OC)cc1Cl (stereo unspecified)
i	34	CCCCn1c(N)c(N(CCOC)C(=O)c2ccc(S(=O)(=O)N(CC)c3ccccc3)cc2)c(=O)[nH]c1=O
i	23	CCCCOc1ccc(C(=O)NCC(=O)NNC(=O)C2COc3ccccc3O2)cc1 (stereo unspecified)
i	63	COc1cc(Cl)c(NC2=CC(=O)C(=O)c3ccccc32)c(OC)c1
i	15	Cn1nc(C(=O)NNC(=O)c2ccc(Cl)cc2)ccc1=O
i	53	COc1ccc([C@H]2CC(=O)C=C(c3ccc(Cl)c(F)c3)C2)cc1
i	26	C=C[C@@H]1c2c(F)cccc2N(S(=O)(=O)c2ccc(C)cc2)[C@H](c2ccc(OC(C)=O)cc2)C1(C#N)C#N
i	24	O=C(COc1ccc(Br)cc1)Nc1ccc(N2CCOCC2)cc1N1CCOCC1
i	47	CC1CCCN(C(=O)C2CCN(S(=O)(=O)c3ccccc3)CC2)C1 (stereo unspecified)
i	24	COc1ccc2c(c1)OC[C@H]1[C@@H]2N2C(=O)[C@@H](C)NC(=O)[C@@]2(C)[C@H]1c1ccccc1

Part of the list above in order of heavy-atom count, lowest first.
T cell modulator	T cell modulator vesicle-bound %	Molecule
i	25	COc1ccccc1CC(=O)NNC(=O)c1ccco1
i	15	Cn1nc(C(=O)NNC(=O)c2ccc(Cl)cc2)ccc1=O
i	48	Cc1ccc(NS(=O)(=O)c2ccc3c(c2)oc(=O)n3C)cc1
i	53	COc1ccc([C@H]2CC(=O)C=C(c3ccc(Cl)c(F)c3)C2)cc1
i	47	CC1CCCN(C(=O)C2CCN(S(=O)(=O)c3ccccc3)CC2)C1 (stereo unspecified)
i	38	O=C(COC(=O)c1cc(Cl)ccc1O)Nc1ccc2c(c1)OCCO2
i	29	CCOc1cc(C(=O)NC2CCCCCCC2)cc(OCC)c1OCC
i	18	CCOc1ccc(NC(=S)N2CCC(NC(=O)C3CCCCC3)CC2)cc1
i	18	COc1cccc(C2c3[nH]c4ccccc4c3C[C@H]3C(=O)N(C)CC(=O)N23)c1 (stereo partly specified)
i	24	COc1ccc2c(c1)OC[C@H]1[C@@H]2N2C(=O)[C@@H](C)NC(=O)[C@@]2(C)[C@H]1c1ccccc1
i	24	O=C(COc1ccc(Br)cc1)Nc1ccc(N2CCOCC2)cc1N1CCOCC1
i	23	CCCCOc1ccc(C(=O)NCC(=O)NNC(=O)C2COc3ccccc3O2)cc1 (stereo unspecified)
i	27	CCCCc1ccc(NC(=O)CSc2nc(=O)n(CCN3CCOCC3)c3c2CCC3)cc1
i	27	CCOc1cc(N2CCOCC2)c(OCC)cc1NC(=O)COC(=O)CCOc1ccc(C)cc1
i	26	C=C[C@@H]1c2c(F)cccc2N(S(=O)(=O)c2ccc(C)cc2)[C@H](c2ccc(OC(C)=O)cc2)C1(C#N)C#N
i	34	CCCCn1c(N)c(N(CCOC)C(=O)c2ccc(S(=O)(=O)N(CC)c3ccccc3)cc2)c(=O)[nH]c1=O

The listing continues:
T cell modulator	T cell modulator vesicle-bound %	Molecule
i	32	CCCc1cc(=O)[nH]c(SCC(=O)c2c(N)n(CC(C)C)c(=O)n(C)c2=O)n1
i	4	CC(C)(C)OC(=O)C[C@@H]1C/C=C\C[C@H](CC(=O)N[C@H](CO)Cc2ccccc2)C(=O)N2CCC[C@H]2COC1=O
i	36	Cc1cc(C)c2sc(N(CCCN(C)C)C(=O)c3ccc(S(=O)(=O)N(C)C4CCCCC4)cc3)nc2c1
i	4	Cc1ccc(SCC(=O)OCC(=O)NC(C)c2ccc(F)cc2)cc1 (stereo unspecified)
i	41	CC(=O)Nc1ccc(NC(=O)C(C)OC(=O)C2CCC2)cc1 (stereo unspecified)
i	53	CCOc1ccc(C(=O)NCC(=O)NNC(=O)c2cc(C)oc2C)cc1OCC
i	57	CCN(CC(=O)Nc1c(F)cccc1F)C(=O)c1cc([N+](=O)[O-])ccc1N1CCCCC1
i	11	Cn1c(-c2cccc(Br)c2)cnc1NCc1ccccc1O
i	55	COc1cc(C(=O)OC(C)C(=O)Nc2ccc3c(c2)OCCO3)cc(OC)c1OC (stereo unspecified)
i	60	O=C(Nc1ccc(F)c(F)c1)C1=COCCO1
i	56	O=C(CSc1nc(C(F)(F)F)cc(=O)[nH]1)N1CCCCCC1
i	22	CCCCCc1cc(=O)c2ccccc2o1
i	5	CN(C)C1=NC[C@H](Cc2ccccc2)N1CCC1CCCC1
i	8	CC1CCCN(C(=O)NC2CC(=O)N(c3ccc4c(c3)OCCO4)C2)C1 (stereo unspecified)
i	50	O=C(COC(=O)c1ccc(F)cc1)NCC1CCCCC1
i	24	COc1ccc(NC(=O)c2cccc(S(=O)(=O)N3CCN(c4ccccc4)CC3)c2)c(OC)c1
i	49	Cc1ccc(Cn2c(C(CO)Nc3nc(-c4ccc(Cl)c([N+](=O)[O-])c4)cs3)nc3ccccc32)cc1 (stereo unspecified)
i	34	CC(C)=CCc1c2c(c(O)c3c(=O)c4c(oc13)-c1cc(O)c(O)cc1OC4C=C(C)C)C=CC(C)(C)O2 (stereo unspecified)
i	36	Cn1c2ccccc2c(=O)c2cc(NCCCN3CCOCC3)ccc21
i	21	OCC[C@H]1C[C@@H](O)[C@H](O)[C@]2(CCc3ccccc3O2)O1
i	26	Cc1ccc2nc(SCC(=O)NCc3ccccc3Cl)nc(=O)n2c1
i	35	O=C(CNC(=O)c1ccc(Cl)cc1Cl)OCc1nnc(-c2ccccc2)o1
i	38	N#CCSc1ccccc1NC(=O)COC(=O)Cc1c[nH]c2ccccc12
i	37	COc1ccc(NS(=O)(=O)c2cc(C(=O)N3CCC3)ccc2C)cc1

Complete entries from above. Screens in order: T cell modulator | T cell modulator vesicle-bound %
Shown for `Cn1c2ccccc2c(=O)c2cc(NCCCN3CCOCC3)ccc21` : i | 36
Shown for `CC(C)=CCc1c2c(c(O)c3c(=O)c4c(oc13)-c1cc(O)c(O)cc1OC4C=C(C)C)C=CC(C)(C)O2` (stereo unspecified) : i | 34

(next part)
T cell modulator	T cell modulator vesicle-bound %	Molecule
i	45	Cc1cccc(C(=O)OCC(=O)NNC(=O)c2cccs2)c1O
i	29	Cc1ccc(N2CC(NC(=O)N3CCN(C(=O)c4ccco4)CC3)CC2=O)cc1 (stereo unspecified)
i	44	CC(C)Oc1ccc(CNC(=O)Oc2ccccc2)cc1
i	12	COc1cccc([C@@H]2CC=C(C(=O)O)[C@H](c3ccc(C)cc3)N2S(=O)(=O)c2ccc(C)cc2)c1
i	35	Cc1ccc(S(=O)(=O)CCC(=O)OCC(=O)N(C)C2CCS(=O)(=O)C2)cc1 (stereo unspecified)
i	36	CCN(CC(=O)Nc1ccc(OC)cc1)C(=O)COc1cccc2c1OC(C)(C)C2
i	37	CCC(C)N(C(=O)CSc1ncnc2c1cnn2-c1ccccc1)C1CCS(=O)(=O)C1 (stereo unspecified)
i	45	CCOc1cc(C(=O)OCc2ccc(OC)cc2)ccc1OCC(=O)N1CCOCC1
i	5	Fc1ccccc1-c1nnc2n1N=C(c1ccc(OC(F)F)c(OCC3CC3)c1)CS2
i	25	c1ccc(CN(Cc2ccccc2)Cc2nnc(-c3cc4ccccc4[nH]3)s2)cc1
i	50	COc1ccc(F)cc1S(=O)(=O)Nc1cc2c3c(c1)CC(=O)N3CCC2
i	54	Cc1ccc(C(=O)NCC(=O)OCCOc2cccc(Cl)c2)cc1
i	45	COc1ccc(OC)c(COC(=O)c2cccc(S(=O)(=O)N3CCCCC3)c2)c1
i	43	O=C(CN1C(=O)NC(c2ccccc2)(c2ccccc2)C1=O)NCCNCCO
i	40	Cc1cccc(CN2C(=O)[C@@H]3Cc4c([nH]c5ccccc45)C(C)(C)N3C2=O)c1
i	28	O=C(NCC(c1ccco1)N1CCCC1)c1cc(S(=O)(=O)N2CCOCC2)ccc1Cl (stereo unspecified)
i	36	COc1ccc2oc(C(=O)N(CC(C)C)C3CCS(=O)(=O)C3)c(C)c2c1 (stereo unspecified)
i	17	CCCNC(=O)C(Cc1ccc(F)cc1)NC(=O)c1ccccc1 (stereo unspecified)
i	32	COc1ccc(CN2CC[C@H]3C=CCc4cccc(c43)C2)cc1
i	33	Cc1cccc(NC(=O)CNC(=O)c2sc3ccccc3c2Cl)n1
i	35	CCOC(=O)c1cc(C#N)c(N2CCCNCC2)nc1C(F)(F)F
i	41	CCOC(=O)[C@H]1[C@H]2COc3ccccc3[C@@H]2N2C(=O)[C@@H](CO)NC(=O)[C@@]12C
i	52	COC(=O)Nc1ccc(S(=O)(=O)N2CCC(C(=O)NCc3ccc4c(c3)OCO4)CC2)cc1
i	37	CN(C)CCNC(=O)C(=O)Nc1ccc2c(c1)N(S(=O)(=O)c1cccs1)CCC2
i	16&54	CC(Oc1ccc2c(-c3ccccc3)cc(=O)oc2c1)C(=O)NCC1CCC(C(=O)O)CC1 (stereo unspecified)
i	22	O=C1NCCOC(=O)[C@@H](Cc2ccc(F)cc2)C/C=C\C[C@@H]1CC(=O)N(CCO)Cc1ccccc1
i	43	COc1ccc(N2CCN(C(=O)CSc3nc4nc(C)cc(C)n4n3)CC2)cc1
i	31	CCC1NC(=O)c2ccccc2N1c1cccc(Cl)c1 (stereo unspecified)
i	15	Cc1ccccc1C(=O)Nc1ccc(S(=O)(=O)N2CCOCC2)cc1
i	57	COc1cc(NC(=O)c2ccc(N3CCCC3=O)cc2)cc(OC)c1
i	8	CC(C)NC(=O)N(C)C[C@H]1Oc2c(NC(=O)C3CC3)cccc2C(=O)N([C@H](C)CO)C[C@@H]1C
i	12	O=C(NC1CCN(Cc2ccccc2)C1)c1cc(S(=O)(=O)N2CCOCC2)ccc1Cl (stereo unspecified)
i	27	COc1cc2ccccc2cc1C(=O)N1CCCC(C(F)(F)F)C1 (stereo unspecified)
i	52	Cc1c(NC(=O)COC(=O)CSc2ccc([N+](=O)[O-])cc2)c(=O)n(-c2ccccc2)n1C
i	44	CCC(C(=O)OCC(=O)Nc1ccc2[nH]c(=O)[nH]c2c1)c1ccccc1 (stereo unspecified)
i	53	C=CCNC(=O)N1CCC(c2nc3ccccc3s2)CC1
i	31	Cc1ccc(C)c(NC(=O)CN(C)C(=O)c2sccc2C)c1
i	41	CC(=O)c1ccc(S(=O)(=O)NCCC(=O)N2CCN(c3ccccn3)CC2)cc1
i	49	O=C(COc1ccc(Cl)cc1Cl)NCC1(N2CCOCC2)CCCCC1
i	54	CC(C)C(=O)c1c(C(C)C)nn2ccccc12
i	53	Cc1csc(NC(=O)CSc2nnc(NC(=O)NC(C)(C)C)s2)n1
i	27	CCN(CC)CCn1c2c(c(SCC(=O)Nc3ccc(C(C)C)cc3)nc1=O)CCCC2
i	27	COC(C/C=C\[C@H](O)[C@@H](C)OCc1ccccc1)OC
i	55	C/C(=C\[C@@H](NP(=O)(c1ccccc1)c1ccccc1)c1ccccc1)CO[Si](c1ccccc1)(c1ccccc1)C(C)(C)C
i	62	S=C(NCc1ccccc1)N1CCN(C(=S)NCc2ccccc2)CC1
i	18	Cc1nnc(SCC2=C(C(=O)O)N3C(=O)C(NC(=O)Cc4ccccc4)C3SC2)s1 (stereo unspecified)
i	52	Cc1cc(C)cc(NC(=O)CSc2nc(=O)n(CCN3CCOCC3)c3c2CCCC3)c1
i	7	CC(C)N(C(=O)[C@H]1CC(CC(=O)NCc2cccc(C(F)(F)F)c2)C(=O)N2CCc3c([nH]c4ccccc34)[C@]12C)C(C)C (stereo partly specified)
i	12	CCC[C@@H](CN1CCC[C@H]1CN1C(N)=NC[C@H]1CC(C)C)N1C[C@@H]([C@H](C)CC)N(CCCC2CCCC2)C1=N

Compound activity: PubChem BioAssay, NMMLSC
